# TRHR ag: TRH receptor (human) agonism | TRHR cells, calcium flux fluo-8, FDSS agonist mode | AID 493084 | 0.18% of 360,000 active | activation, % at 2 µM; note: 0% is about no effect
# Target sequence (P34981 whole entry, looked up): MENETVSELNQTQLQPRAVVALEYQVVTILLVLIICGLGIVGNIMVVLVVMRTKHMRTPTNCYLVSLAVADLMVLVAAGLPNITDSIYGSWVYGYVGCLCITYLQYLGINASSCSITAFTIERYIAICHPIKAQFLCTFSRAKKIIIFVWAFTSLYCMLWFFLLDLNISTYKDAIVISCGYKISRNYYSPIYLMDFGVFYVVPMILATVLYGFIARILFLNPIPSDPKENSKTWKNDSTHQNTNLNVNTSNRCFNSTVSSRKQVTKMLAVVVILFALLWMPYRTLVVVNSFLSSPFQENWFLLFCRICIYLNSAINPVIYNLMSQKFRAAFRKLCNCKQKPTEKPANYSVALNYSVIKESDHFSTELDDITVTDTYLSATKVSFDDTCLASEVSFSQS
#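 Agonist-mode FDSS calcium read (Ex 480/Em 530, 1 s cycles) in 1536-well TRHR cells with fluo-8 dye, after 10-cycle baseline and 23 nL compound addition; TRH at EC20 (10 nM final) added afterwards for the enhancer phase.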
# D2 antagonist: antagonists of human D2 dopamine receptor | P14416 | HEK293 TREx D2 cells, calcium flux, dopamine EC80 | inhibition, % at 10 µM | 2% of 340,000 active | AID 485344; in the data active = inhibition above about 30%; note: 0% is about no effect
#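 Calcium flux kinetic readout in an inducible HEK293 TREx D2 line plated overnight at 30 C. After 180 s compound exposure, an EC80 dopamine challenge follows with another 180 s kinetic read to detect antagonism.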
# D1 potentiator: human D1 dopamine receptor positive modulation | P21728 | HEK293 TREx D1 cells, calcium flux, dopamine EC20 potentiation | potentiation, % at 10 µM | 0.036% of 360,000 active; in the data active = potentiation above about 30%; note: 0% is about no effect
# Target sequence (P21728 whole entry, looked up): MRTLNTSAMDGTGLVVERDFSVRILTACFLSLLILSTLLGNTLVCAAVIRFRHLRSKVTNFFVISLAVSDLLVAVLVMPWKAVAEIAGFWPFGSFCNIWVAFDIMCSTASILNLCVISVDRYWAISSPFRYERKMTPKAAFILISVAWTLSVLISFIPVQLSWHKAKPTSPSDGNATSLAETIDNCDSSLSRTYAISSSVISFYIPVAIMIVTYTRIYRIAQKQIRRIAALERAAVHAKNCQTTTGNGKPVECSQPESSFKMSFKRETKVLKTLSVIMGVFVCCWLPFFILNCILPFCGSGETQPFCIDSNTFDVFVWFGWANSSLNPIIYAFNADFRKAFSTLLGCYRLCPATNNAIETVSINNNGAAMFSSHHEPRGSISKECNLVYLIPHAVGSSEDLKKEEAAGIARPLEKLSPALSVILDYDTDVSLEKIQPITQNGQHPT
# RXFP1 antag: antagonists of human relaxin receptor RXFP1; Q9HBX9; HEK293-RXFP1, relaxin-stimulated cAMP HTRF, 30 min; active compounds read low; activity change, negative = inhibition, % at 57.5 µM; 0.59% of 350,000 active; AID 1259400;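 active = activity change of -60% or lower, but not beyond a set lower limit; inconclusive = change between -60% and -40%, or beyond the set limit; inactive = change above -40%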; note: % is set by controls: 0 for no effect and ±100 for the full control effect
# D2 ag: activates the human D2 dopamine receptor; P14416; HEK293 T-REx D2 cells, calcium flux agonist mode; activation, % at 2 µM; 0.53% of 340,000 active; AID 485358;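 active = activation over 3 SD above normal in the single-dose calcium agonist read, cut at about 30% in these data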; note: 0% is about no effect
#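 HEK293 Trex D2 cells, tetracycline-induced, o/n 30 C 5% CO2; no-wash Ca dye, RT 30–90 min; 10-cycle baseline, 23 nl cpd added, kinetic Ca read 180 s; agonist hits = positive Ca response.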
# D1 antagonist: antagonists of human D1 dopamine receptor | 3.2% of 360,000 active | P21728 | HEK293 TREx D1 cells, calcium flux, dopamine EC80; active compounds read low | activity change, negative = inhibition, % at 10 µM; in the data active = activity change below about -30%; note: % is set by controls: 0 for no effect and ±100 for the full control effect
#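 Cells carrying a force-coupled, tetracycline-inducible human D1 receptor report calcium flux. Each well gets a 10 s baseline, compound with 180 s monitoring, then an EC80 dopamine stimulus with a second 180 s kinetic read.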
# TRHR enhancer: TRH receptor (human) allosteric enhancement. enhancement, % at 2 µM. TRHR cells, fluo-8 calcium fluorescence, EC20 TRH enhancement. 0.66% of 360,000 active; in the data active = enhancement above about 30%; note: 0% is about no effect
#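 Enhancer read-out: after compound pinning and an initial kinetic agonist-mode read, an EC20 of TRH (10 nM final) was injected and fluo-8 calcium signal (Ex 480/Em 530) followed at 1 s/cycle for 100 cycles in TRHR-expressing cells.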
# D2 potentiator: positively modulates the human D2 dopamine receptor allosterically; P14416; HEK293 T-REx D2, calcium flux, EC20 dopamine potentiation; potentiation, % at 10 µM; 0.34% of 340,000 active; AID 485347;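 active = potentiation over 3 SD above the plate norm, cut at about 30% in these data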; note: 0% is about no effect
#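 Tetracycline-induced HEK293 T-REx cells force-coupled to calcium signalling expressed D2; compounds were pin-added after a 10 s baseline, read kinetically 180 s, then an EC20 dopamine challenge followed with a further 180 s calcium read.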
# D1 ag: agonists of human D1 dopamine receptor | HEK293 T-REx D1 cells, calcium flux, agonist mode | P21728 | 1% of 360,000 active | AID 504660 | activation, % at 2 µM; note: 0% is about no effect
#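 Inducible HEK293 T-REx D1 cells, force-coupled to calcium signalling, were plated at 4000 cells/well with tetracycline and held overnight at 30 C. After no-wash calcium dye loading, compound-evoked calcium rise over 180 s flagged agonists.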
# * = called active by the depositor; ? = inconclusive; · = not tested or not shown. Cut-off read from the data, not from the text of the source, unless noted: active = activation above about 30%; inactive = the rest.
SMILES	TRHR ag	D2 antagonist	D1 potentiator	RXFP1 antag	D2 ag	D1 antagonist	TRHR enhancer	D2 potentiator	D1 ag
COc1cccc(OC)c1Nc1nc(C)nc2c1nnn2Cc1ccccc1Cl	-1.0	-5	-2	-10	-0.5	4	-2	2	6
CSCCC(NC(=O)c1ccco1)C(=O)Nc1ccc(C)c(S(=O)(=O)N2CCOCC2)c1 (stereo not drawn)	0.0	7	4	7	0.0	-9	6	-4	0
CCCN(CCC)CC(O)COc1ccccc1C(=O)Nc1ccccc1 (stereo not drawn)	0.0	-8	-1	-13	-0.4	-4	-8	-17	1
COc1ccc(-c2oc3ncn4nc(Cc5ccccc5)nc4c3c2-c2ccc(OC)cc2)cc1	0.4	-9	0	-17	0.5	-6	5	0	1
Cc1sc2ncnc(SCC(=O)c3ccc(O)cc3O)c2c1C	0.6	-6	2	13	-0.3	3	-7	-9	4
O=C(O)c1ccc(NS(=O)(=O)c2cccc(C(=O)Nc3ccccc3[N+](=O)[O-])c2)cc1	0.8	7	-1	6	-0.7	10	4	0	0
CCc1c(C)sc(NC(=O)Cc2ccccc2OC)c1C(=O)N1CCOCC1	-0.2	·	0	-12	·	10	0	·	4
O=C(CN(C(=O)CNC(=O)c1cccs1)c1ccccc1)NC1CCCCC1	-0.8	-15	4	3	-3.2	5	7	·	0
COCCCNC(=O)CCCn1c(SCC(=O)c2ccc(F)cc2)nc2c(sc3ccccc32)c1=O	-0.3	·	-1	-2	0.9	-5	-8	8	2
CCCn1c(SCC(=O)Nc2ccc(OC)cc2)nnc1-c1ccncc1	-0.2	-8	-4	-4	0.0	-2	1	-5	1
O=C(CCC(=O)N1CCN(S(=O)(=O)c2cccc(F)c2)CC1)c1cccs1	-0.3	-11	-7	-13	-1.8	-4	-5	3	5
CCN(CC)c1ccc(NC(=O)CN(C)Cc2cccs2)cc1	-0.6	7	-1	-5	-1.5	-7	-9	-22	-1
C=CCc1ccccc1OCC(O)CN1CCN(c2ccccc2)CC1 (stereo not drawn)	-1.7	·	0	-10	-3.8	-39*	5	-22	-3
O=C(Nc1nc2ccccc2[nH]1)c1cccc(Cl)c1	-0.5	·	-6	-6	·	-1	-3	7	0
COc1ccc(C2NC(c3ccc(OC)c(OC)c3OC)C(C)C(=O)C2C)c(OC)c1OC (stereo not drawn)	-0.1	12	0	6	4.4	-5	-6	-2	0
Cc1ccccc1-c1nc(-c2ccccn2)no1	-0.1	-5	7	3	2.2	0	-6	2	-1
Cc1nc2nc[nH]n2c(=O)c1NS(=O)(=O)c1ccc(Br)cc1	0.6	·	0	-4	·	15	-3	3	0
O=C(NCc1ccc(Cl)cc1)c1ccc2ccccc2n1	-0.5	7	-2	-12	-1.4	-1	1	-4	6
COC(=O)c1sc2nc3c(cc2c1N)CCCC3	-0.1	3	3	-8	0.2	-2	-9	4	3
CC(=O)Nc1cccc(NC(=O)c2ccccc2OCc2ccccc2)c1	-1.9	20	-18	-16	0.2	-11	-2	11	3
CC(C)(C)c1ccc(C(=O)N2CCN(Cc3ccccc3)CC2)cc1	0.4	19	0	-5	17	-14	4	-13	3
Cc1ccc(NC(=S)NCCSc2ccc(Cl)cc2)c(C)c1	-1.0	-6	-6	16	-1.5	-33*	8	20	22
O=C(CSc1nc(Nc2ccc(F)c(F)c2)c2ccccc2n1)c1ccc(Cl)cc1	0.4	·	-3	-20	0.0	-14	-3	1	11
CN(C)/C=C/C(=O)c1ccc(Cl)c([N+](=O)[O-])c1	0.2	-4	-3	-12	0.7	-6	2	1	1
O=S(=O)(c1ccc(=S)[nH]c1)N1CCCCCC1	0.4	-20	3	-39	0.2	-3	-3	3	1
COc1ccc(S(=O)(=O)N(CCc2ccccc2)CC(=O)N/N=C/c2ccc3c(c2)OCO3)cc1	0.8	7	-4	·	0.7	7	-4	-19	6
COc1ccc2c(c1OC)C(=O)OC2Nc1nc(-c2cccc([N+](=O)[O-])c2)cs1 (stereo not drawn)	-0.8	17	-3	11	-0.9	-6	-3	-1	2
O=C(OCC(=O)C12CC3CC(CC(C3)C1)C2)c1ccc(O)cc1O	-0.3	-23	43*	-20	-1.0	-1	-6	-2	93*
CC(=O)Nc1ccc(NC(=O)C(C)OC(=O)c2ccc3[nH]c(C)c(C)c3c2)cc1 (stereo not drawn)	0.2	-15	-5	-40	1.4	3	7	10	3
CC(=O)Nc1cccc(NC(=O)C2C3C=CC(C3)C2C(=O)O)c1 (stereo not drawn)	-1.9	-8	-3	3	-0.4	31	8	1	2
O=C1C2CCCCN2C(=O)N1CCCCN1CCN(c2ccc(F)cc2)CC1 (stereo not drawn)	0.2	11	-25	4	0.2	-19	4	-24	-1
CC(C)(C)c1cc(C(=O)NNS(=O)(=O)c2ccccc2)n[nH]1	0.2	-17	-3	-1	0.4	16	10	5	3
CN1CCC(CO)(Cc2ccccc2)CC1	1.0	10	-6	-4	-0.5	-10	0	0	2
Cc1cc(C)n(C(=O)CCCCCCCC(=O)n2nc(C)cc2C)n1	-0.6	-15	4	-10	-1.0	-1	10	-5	-1
O=C(NC(=S)Nc1ccc(Br)cn1)c1cncc(Br)c1	0.1	11	3	12	0.1	26	11	7	2
O=C(Nc1ccc(S(=O)(=O)N2CCOCC2)cc1)c1c(F)cccc1F	-0.1	7	-2	-12	0.3	-18	8	1	3
O=C(CCCN1C(=O)/C(=C/c2cccc(Br)c2)SC1=S)Nc1cccnc1	-0.2	22	-1	-11	0.9	-17	-1	-6	5
Cc1ccc(NC(=O)CN2CCCC2c2cccs2)cc1S(=O)(=O)N1CCCCC1 (stereo not drawn)	0.1	-25	-12	4	-1.3	-9	-8	15	4
COc1ccc([C@@H]2[C@H]3C(=O)N(c4cccc(C(F)(F)F)c4)C(=O)[C@H]3ON2C)cc1	-0.6	7	-5	-3	0.4	2	0	10	0
Cc1ccc(NC(=S)N2CCN(CCN3C(=O)c4cccc5cccc(c45)C3=O)CC2)cc1	0.0	-2	6	6	-0.2	-3	6	4	0

# Brought forward from above: 5 entries, then new ones.
SMILES	TRHR ag	D2 antagonist	D1 potentiator	RXFP1 antag	D2 ag	D1 antagonist	TRHR enhancer	D2 potentiator	D1 ag
O=C(Nc1ccc(S(=O)(=O)N2CCOCC2)cc1)c1c(F)cccc1F	-0.1	7	-2	-12	0.3	-18	8	1	3
O=C(CCCN1C(=O)/C(=C/c2cccc(Br)c2)SC1=S)Nc1cccnc1	-0.2	22	-1	-11	0.9	-17	-1	-6	5
Cc1ccc(NC(=O)CN2CCCC2c2cccs2)cc1S(=O)(=O)N1CCCCC1 (stereo not drawn)	0.1	-25	-12	4	-1.3	-9	-8	15	4
COc1ccc([C@@H]2[C@H]3C(=O)N(c4cccc(C(F)(F)F)c4)C(=O)[C@H]3ON2C)cc1	-0.6	7	-5	-3	0.4	2	0	10	0
Cc1ccc(NC(=S)N2CCN(CCN3C(=O)c4cccc5cccc(c45)C3=O)CC2)cc1	0.0	-2	6	6	-0.2	-3	6	4	0
Cc1cc(C)c(C#N)c(Nc2cccc(C)c2C)n1	-0.5	23	-1	-1	0.8	16	5	2	2
COc1ccc(/C(N)=N/OC(=O)CSc2ccc(C)cc2)cc1	0.6	-8	-3	14	0.0	6	-1	-5	7
O=C(CSc1nnc(-c2ccc(F)cc2)o1)N1CCCC1	0.2	·	-2	-3	·	-7	-2	·	2
O=C(Nc1nccs1)c1cc(S(=O)(=O)N2CCOCC2)c(Cl)cc1Cl	0.4	·	-1	-22	·	-4	-4	·	1
CC(=O)N1CCOc2ccc(S(=O)(=O)NCCc3cccc(C)c3)cc21	-0.2	-22	-1	-9	0.4	-10	5	-17	4
Cc1ccc(NC(=O)c2cccc3cccnc23)cc1	0.1	4	-7	-1	6.6	-31*	-1	·	0
CCOC(=O)c1nc(C)n(-c2cc(Cl)ccc2Cl)n1	-0.5	2	3	-9	-1.4	-7	-9	-10	1
COc1cccc(-n2c(SCC(=O)O)nnc2-c2cccnc2)c1	0.0	-1	-4	-3	-0.7	-22	-4	7	3
COC(=O)c1sc(-c2cccs2)cc1N	-1.0	10	14	?	-0.2	2	-4	-12	3
O=C(O)c1ccc2c(=O)n3c(nc2c1)/C(=C/c1cccc(O)c1)CC3	1.0	-9	10	0	0.9	-3	1	9	2
COc1ccc(NC(=O)C2CCN(S(=O)(=O)c3c(C)noc3/C=C/c3cccs3)CC2)cc1Cl	1.7	·	3	0	-0.5	-27	5	·	1
Clc1ccccc1CSC1=NCCCN1	-0.7	-1	-4	24	0.1	1	1	12	6
Cc1nc(N2CCN(c3ccccc3)CC2)[nH]c(=O)c1Cc1cccc2ccccc12	-0.5	8	-5	·	-1.3	-11	15	-8	3
CC1(CCc2ccccc2)NC(=O)N(Cc2cc([N+](=O)[O-])cc3c2OCOC3)C1=O (stereo not drawn)	-0.1	-15	17	-2	3.2	8	1	-1	9
COCc1cc(C)nc(OCC(=O)N/N=C/c2ccc(O)cc2O)c1C#N	-0.1	-3	-6	10	-0.2	5	8	0	-1
Cn1c(=O)c2ncn(CC(=O)N/N=C/c3ccco3)c2n(C)c1=O	1.2	-19	-8	-3	1.0	-13	-6	1	1
O=C1CC(N(CCc2ccccc2)C(=S)Nc2ccccc2)C(=O)N1c1ccc(Br)cc1 (stereo not drawn)	0.8	-1	6	-15	0.6	-5	6	6	8
COc1ccccc1OCC(=O)NCCCn1ccnc1	-0.6	6	13	3	2.4	6	3	1	11
Cc1ccccc1C(=O)NC(=S)NC1CCS(=O)(=O)C1 (stereo not drawn)	0.3	-2	-1	1	0.1	-3	0	5	2
O=C(c1cccc([N+](=O)[O-])c1)N1CCN(C/C=C/c2ccccc2)CC1	0.0	29	-9	-11	0.3	-15	-1	-14	11
O=C(COC(=O)CSc1nnc(-c2ccc(Cl)cc2)o1)NCc1ccc2c(c1)OCO2	-1.8	15	-17	0	0.3	-36*	-3	6	4
COc1ccccc1N(CC(O)CN1CCCCC1)S(=O)(=O)c1ccc(C)cc1 (stereo not drawn)	1.0	-3	5	-11	-2.0	3	1	-9	5
CCn1c(SCC(=O)OC(C)C)nnc1-c1ccccc1	0.2	2	4	-4	0.5	-2	7	-9	4
O=C(CCC(=O)OCC(=O)c1ccccc1)Nc1cccc(Cl)c1	-0.8	·	-6	9	·	-2	9	·	6
CCc1ccccc1N/C(=N\S(=O)(=O)c1ccccc1)C(F)(F)F	0.0	-2	-3	-1	0.0	7	0	-5	5
